SRC1 inh: human NCOA1 inhibition. HEK293 GAL4-SRC1 luciferase reporter, luminescence. inhibition, % at 3.6 µM. AID 588354. Q15788. 0.12% of 360,000 active;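 active = inhibition above the campaign mean plus 3 SD, with each screening campaign given its own cutoff, cut at about 60% in these data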;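 also: 0% = DMSO treated cells and 100% = gossypol at 36 µM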
LRH-1 inv ag: inverse agonists of human LRH-1 (NR5A2) | HEK293T StAR-luciferase reporter, LRH-1 transfected, 24 h | 0.13% of 360,000 active | O00482 | inhibition, % at 3.6 µM;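 active = inhibition above the mean inhibition of all tested compounds plus 3 SD, cut at about 73% in these data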;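 also: 0% = DMSO wells and 100% = reporter-only cells lacking LRH-1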
Target sequence (O00482 whole entry, looked up): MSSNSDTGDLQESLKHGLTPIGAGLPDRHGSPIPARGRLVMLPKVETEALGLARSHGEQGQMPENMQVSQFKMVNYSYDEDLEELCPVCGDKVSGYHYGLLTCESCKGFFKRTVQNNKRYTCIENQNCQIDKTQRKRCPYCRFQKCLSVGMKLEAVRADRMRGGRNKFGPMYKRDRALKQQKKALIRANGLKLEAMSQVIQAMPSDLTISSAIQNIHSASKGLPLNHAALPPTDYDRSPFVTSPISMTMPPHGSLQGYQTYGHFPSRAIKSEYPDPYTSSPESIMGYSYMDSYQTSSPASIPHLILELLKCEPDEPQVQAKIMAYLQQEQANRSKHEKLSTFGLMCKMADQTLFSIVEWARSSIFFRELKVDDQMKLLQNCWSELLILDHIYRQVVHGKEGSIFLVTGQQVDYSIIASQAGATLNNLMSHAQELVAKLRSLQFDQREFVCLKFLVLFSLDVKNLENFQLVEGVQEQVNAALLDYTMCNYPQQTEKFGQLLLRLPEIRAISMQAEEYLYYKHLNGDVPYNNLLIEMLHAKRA
TWEAK Fn14 block: inhibitors of TWEAK-Fn14 interaction signaling. TWEAK-stimulated Fn14 reporter cells, luciferase luminescence, 8 h. inhibition, % at 10 µM. 2% of 360,000 active; in the data active = inhibition above about 50%
NCOA2 inhibitor: human SRC2 (NCOA2) inhibition. HEK293 GAL4-SRC2 luciferase reporter, luminescence. inhibition, % at 9 µM. 0.17% of 370,000 active;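 active = inhibition above the mean inhibition of all tested compounds plus 3 SD, set per campaign, cut at about 52% in these data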;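 also: 0% = DMSO treated cells and 100% = cells given Gossypol at 36 µM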
COUP-TFII inh: inhibitors of human COUP-TFII (NR2F2). inhibition, % at 8.6 µM. 0.7% of 370,000 active. AID 686940. HEK293T NGFI-A luciferase reporter, luminescence;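 active = inhibition above a per-plate cutoff, mean inhibition of test wells between control levels plus 3 SD, cut at about 38% in these data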;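 also: cells cotransfected with COUP-TFII expression vector driving the NGFI-A reporter; 0% = median of COUP-TF2 test wells and 100% = reporter-only cells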
NCOA3 inh: human NCOA3 inhibition; inhibition, % at 3.6 µM; Q9Y6Q9; AID 588352; HEK293 GAL4-SRC3 luciferase reporter, luminescence; 0.17% of 360,000 active;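 active = inhibition above a per-campaign cutoff, the mean of all compounds plus 3 SD, cut at about 60% in these data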;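 also: 0% = DMSO-treated cells and 100% = gossypol-treated cells at 36 µM; higher means less SRC3-driven luciferase light from the GAL4 reporter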
NOD2-RIPK2 inh: inhibitors of human NOD2-RIPK2 interaction; 0.38% of 360,000 active; inhibition, % at 4.98 µM; CHO BLA complementation NOD2-RIPK2, CCF4 ratio; O43353; in the data active = inhibition above about 21%;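 also: 0% = vehicle only and 100% = reference blocker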
Target sequence (O43353 whole entry, looked up): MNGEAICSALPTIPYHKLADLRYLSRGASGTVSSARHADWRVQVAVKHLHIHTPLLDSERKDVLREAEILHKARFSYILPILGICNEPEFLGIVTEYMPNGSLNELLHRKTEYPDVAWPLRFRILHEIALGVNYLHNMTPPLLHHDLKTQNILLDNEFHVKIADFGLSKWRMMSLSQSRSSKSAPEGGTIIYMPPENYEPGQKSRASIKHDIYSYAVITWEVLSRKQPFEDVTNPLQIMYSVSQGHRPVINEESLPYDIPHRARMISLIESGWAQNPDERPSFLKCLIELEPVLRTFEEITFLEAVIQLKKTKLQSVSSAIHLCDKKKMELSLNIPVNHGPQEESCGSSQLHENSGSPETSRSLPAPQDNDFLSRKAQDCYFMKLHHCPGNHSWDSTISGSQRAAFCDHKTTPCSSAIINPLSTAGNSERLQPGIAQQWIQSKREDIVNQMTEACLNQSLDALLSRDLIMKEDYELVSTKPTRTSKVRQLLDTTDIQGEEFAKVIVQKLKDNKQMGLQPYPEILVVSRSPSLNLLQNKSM
TLR9-MyD88 inh: inhibitors of human TLR9-MyD88 binding; inhibition, % at 4.98 µM; CHO BLA complementation TLR9-MyD88, CCF4 FRET ratio; 0.21% of 340,000 active;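 active = inhibition above the mean over all tested compounds plus 3 SD, cut at about 21% in these data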;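 also: 0% = DMSO only wells and 100% = clavulanate BLA inhibitor control wells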
TROY signal inh: inhibitors of TROY-dependent NF-kB signaling; 0.98% of 360,000 active; inhibition, % at 10 µM; Q293 LMP1-TROYcd NF-kB luciferase reporter, 4 h;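 active = compounds whose plate-normalised and pattern-corrected inhibition of the luciferase reporter signal at the single screening dose is 50% or more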
TRAIL sens C8: caspase-8 TRAIL sensitization; NB7+C8 cells + TRAIL, ATPlite viability luminescence; 1% of 360,000 active; inhibition (viability loss, TRAIL sensitization), % at 10 µM;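 active = compounds causing at least 50% loss of cell viability in the single-dose screen, relative to plate controls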
EBV LMP1 NFkB: inhibitors of Epstein-Barr LMP1-induced NF-kappaB reporter; LMP1-induced NF-kappaB luciferase reporter cells, luminescence; inhibition, % at 12.5 µM; 0.69% of 350,000 active; in the data active = inhibition above about 41%;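 also: 0% = neutral control wells and 100% = reference inhibitor control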
* hit, by the source's call; / = not tested or not shown. This is a subset; count on the stated rates, not on these rows.

mol	TRAIL sens C8	COUP-TFII inh	TLR9-MyD88 inh	TWEAK Fn14 block	EBV LMP1 NFkB	NCOA2 inhibitor	SRC1 inh	TROY signal inh	NCOA3 inh	LRH-1 inv ag	NOD2-RIPK2 inh
COc1ccc(N=Nc2cc(-c3ccccc3)ccc2O)cc1	0	-3	7	-11	7	-3	8	-46	-22	-11	1
CCOC(=O)c1cnc2ccc(C)cc2c1Sc1ccccc1	-13	-11	-5	7	4	6	-4	-37	8	-20	-13
Cc1ccc(C(=O)NCC(c2ccco2)N2CCc3ccccc32)cc1 (centres undefined)	-13	4	-5	12	4	5	3	-10	16	-8	10
O=C(Cn1c(COc2ccccc2)nc2ccccc21)Nc1cccc(Cl)c1	-2	-16	-8	-29	0	14	-18	-28	8	-14	-1
CCOc1ccc(C2NC(=O)C(C#N)=C(S)N2c2cccc(C)c2)cc1OC (centres undefined)	1	-14	-6	-17	-3	-4	-2	-18	0	0	0
COCCNC(=O)C1CCCN(C(=O)c2sc(-c3ccccc3)nc2C)CC1 (centres undefined)	-20	-6	/	-6	/	-17	1	0	-19	28	7
O=C(CSc1nnnn1C1CCCC1)N1CCN(C(=O)c2ccco2)CC1	-10	-9	11	-18	-1	-13	6	15	6	13	15
CC1CC(C)CN(c2ncc3c(n2)CC(c2ccccc2)CC3=O)C1 (centres undefined)	0	9	6	-27	2	-2	13	-1	-3	-5	4
CC(=O)Nc1cccc(-c2csc(Nc3cccc(C)n3)n2)c1	0	-51	5	12	-27	-18	-78	-26	-74	-107	-10
O=C(CCc1nnc2ccc(NCc3ccccc3)nn12)NCC1CCN(C2CCCC2)C1 (centres undefined)	1	-2	2	0	3	-6	4	-4	-3	7	-3
CN(CC(=O)Nc1ccc2c(c1)OCCO2)S(=O)(=O)c1ccc(F)cc1	-6	-21	-3	-21	-13	-20	-37	7	-31	-45	-3
COc1cccc(OC)c1C(=O)Nn1c(-c2cccs2)nc2ccccc2c1=O	4	0	-2	32	-4	-2	9	0	4	17	-11
O=C(Nc1cccc(-c2nnn(CC(=O)N3CCc4ccccc4C3)n2)c1)C1CCC1	14	12	0	-4	1	2	-13	-14	3	5	-7
CCOc1ccc(OCC)c(NC(=O)C2CCCN(c3ncccn3)C2)c1 (centres undefined)	-7	6	-1	4	-6	10	0	-23	8	18	4
Cc1nn(-c2ccccn2)c2c1C(c1ccsc1)C1=C(CCCC1=O)N2 (centres undefined)	18	-14	-5	-3	0	11	13	14	5	4	7
Cc1ccc(S(=O)(=O)N(C)C)cc1NC(=O)C(C)OC(=O)C1CCCCC1 (centres undefined)	10	-20	2	6	-2	6	9	0	1	16	-2
Cc1ccc2c(c1)-c1c(ssc1=S)C(C)(C)N2C(=O)CSC1=NCCS1	12	-14	-3	-11	7	4	4	13	24	9	-2
Brc1cnc(N2CCCCC2)nc1N1CCOCC1	2	-13	-1	-2	-1	11	-12	-11	2	11	-13
C/C(=N\NC(=O)c1ccccc1C)c1cccc([N+](=O)[O-])c1	9	-6	-6	-11	-3	-36	-10	-14	-20	-20	8
Cc1noc(C)c1COc1ccc(C(=O)OCC(=O)N2CC3(C)CC2CC(C)(C)C3)cc1 (centres undefined)	6	-6	2	7	1	14	4	8	-8	14	6
CCCOc1ccc(-c2c(=O)n(O)c3ccccc3[n+]2[O-])cc1	23	-33	-9	-16	-20	-27	-116	28	-107	-124	7
O=C(c1ccc(N2CCCC2=O)cc1)N1CCN(c2ccc(Cl)cc2)CC1	22	37	-2	3	15	-12	3	21	-5	-26	2
Cc1ccc(/C=C2\SC(=S)N(CC3CCCO3)C2=O)o1 (centres undefined)	13	-2	-1	-5	-12	-20	-25	1	-4	-33	7
COCn1c(-c2ccccc2)nc2ccccc21	17	21	-22	11	0	-21	-1	-7	-6	-9	-13

Entries of single compounds from above. Values in the order: TRAIL sens C8	COUP-TFII inh	TLR9-MyD88 inh	TWEAK Fn14 block	EBV LMP1 NFkB	NCOA2 inhibitor	SRC1 inh	TROY signal inh	NCOA3 inh	LRH-1 inv ag	NOD2-RIPK2 inh
CC(=O)Nc1cccc(-c2csc(Nc3cccc(C)n3)n2)c1 in the list: 0	-51	5	12	-27	-18	-78	-26	-74	-107	-10
CC1CC(C)CN(c2ncc3c(n2)CC(c2ccccc2)CC3=O)C1 (centres undefined) in the list: 0	9	6	-27	2	-2	13	-1	-3	-5	4

(listing goes on)
mol	TRAIL sens C8	COUP-TFII inh	TLR9-MyD88 inh	TWEAK Fn14 block	EBV LMP1 NFkB	NCOA2 inhibitor	SRC1 inh	TROY signal inh	NCOA3 inh	LRH-1 inv ag	NOD2-RIPK2 inh
Cc1ccc(NC(=O)CSc2nc(N)cc(=O)[nH]2)cc1S(=O)(=O)N1CCOCC1	8	1	-2	-2	-7	-25	-5	1	-8	-10	-5
COc1ccc(S(=O)(=O)N2CCCC2CNC(=O)C(=O)NC2CC2)cc1 (centres undefined)	9	11	4	-5	3	0	-35	5	-15	5	0
O=C(N/N=C/c1sc(N2CCOCC2)nc1-c1ccccc1)c1ccccc1Cl	-6	-12	8	-7	15	-16	-14	8	5	-12	-6
CCc1nnc(NC(=O)CSc2nc3cccnc3n2C2CCCCC2)s1	10	3	-5	-52	-2	-10	-7	20	15	-18	-3
Cc1ccc(Cn2nnc3c(=O)[nH]c(C4CCCN(S(=O)(=O)c5ccccc5)C4)nc32)cc1 (centres undefined)	-24	-8	1	-18	-5	-29	-1	5	-1	9	0
COc1ccc(-n2ncc3c2CC(C)(C)CC3NC(=O)CCc2c(C)nn(C)c2C)cc1 (centres undefined)	-8	9	-4	1	-3	5	-3	-32	9	-7	-9
Cc1ccc(S(=O)(=O)N2[C@H](CC(=O)c3cccc4ccccc34)OC[C@@H]2C(C)C)cc1	-3	-10	/	/	/	11	/	/	/	5	-13
COc1cccc(-c2ccc3ncnc(NCc4ccc5c(c4)OCO5)c3c2)c1	2	16	-2	80*	22	12	40	31	36	-6	-11
COc1ccc([C@H]2CC(=O)C=C(c3ccc(Cl)cc3C)C2)cc1	11	6	-13	-23	-1	-33	2	23	-3	-17	-14
CCOc1ccccc1C(=O)NCC(=O)NCCSc1ccc(Br)cc1	9	11	-3	11	4	18	-18	7	9	-3	-3
COCCn1c(SCC(=O)Nc2cccc(S(N)(=O)=O)c2)nc2cc(Cl)ccc2c1=O	-5	13	-1	14	-6	-17	-47	23	15	9	-5
CC(=O)c1c(N2CCN(Cc3ccccc3)CC2)[nH]c(-c2ccccc2)nc1=S	3	11	-4	-24	-5	-1	-24	16	3	-14	-2
O=C(CC1SC(=Nc2ccc(OC(F)F)cc2)N(CCC2=CCCCC2)C1=O)Nc1ccccc1F (centres undefined)	17	9	1	16	6	16	-7	8	2	-6	8
CC(C)N(C(=O)[C@H]1C[C@H](CC(=O)NCCCN(C)C)C(=O)N2CCc3c([nH]c4cc(CCC(=O)N(C)C)ccc34)[C@]12C)C(C)C	-17	-22	-6	6	-2	-26	9	8	17	-7	-1
Cc1ccc(Nc2ccc([N+](=O)[O-])cn2)cc1Cl	11	-24	1	-35	-10	-24	-34	-62	-34	-5	21
Cc1cc(C)c(S(=O)(=O)Nc2ccccc2)c(C)c1	-7	2	3	9	6	7	12	15	-14	-3	4
C=CCn1c(-c2ccc(OC)cc2)nc2ccccc21	11	-13	-6	57*	-4	-50	-19	/	-42	-47	-6
CCOC(=O)C[n+]1ccc2c([nH]c3ccccc32)c1C	-5	6	-5	3	8	1	12	16	-5	-5	38*
CN(C)S(=O)(=O)c1ccc(NC(=O)c2ccc(Br)o2)cc1	-2	/	-1	-8	7	/	-13	-14	-2	0	2
CN(C)c1ccc(C(=O)c2ccccc2)cc1	5	-46	-1	-4	-20	-37	-103	-22	-56	-46	-3
COc1cccc(-c2nnc(NC(=O)c3cccs3)s2)c1	28	-43	-1	-51	-18	-32	-31	-48	-46	-14	-4
CCOC(=O)c1sc2nc(C)nc(SCC(=O)NC3CCS(=O)(=O)C3)c2c1C (centres undefined)	-2	-14	-3	-2	1	11	-3	-27	-18	-14	8
O=C(CSc1nnc(-c2ccncc2)n1-c1ccc(F)cc1)NNC(=O)c1cccc(O)c1	-2	8	-8	-17	0	5	-1	1	26	-6	-1
COc1ccc(C2Nc3ccccc3C(=O)N2c2ccc(F)cc2)cc1Cn1nnc2ccccc21 (centres undefined)	-10	-6	-18	-20	2	-60	-11	-33	-19	-87	-6
O=C(COC(=O)CN1C(=O)C2CCCCC2C1=O)Nc1c(Cl)cccc1Cl (centres undefined)	-6	-18	-3	-2	1	-1	-6	-1	6	6	-1
CC(C)c1ccc(N2CCN(C(=O)c3ccccc3NC(=O)/C=C\C(=O)O)CC2)cc1	-10	-10	7	18	3	7	-26	8	-2	-41	-5
O=P(Cc1ccncc1)(c1ccccc1)c1ccccc1	12	-3	2	4	3	1	14	4	4	12	-5
CCCn1c(SCC(=O)NNC(=O)c2ccc(C)cc2)nnc1C(C)C	-12	-43	-3	17	-10	4	0	-15	-11	-12	-1
CCOC(=O)C1CCN(C(=O)c2c(C)oc3c2C(=O)c2ccccc2C3=O)CC1	52*	-7	6	15	17	-4	3	5	0	24	-5
Cn1c(=O)c2ncn(CC(=O)NCCOCc3ccccc3Cl)c2n(C)c1=O	20	-9	-4	6	-6	0	6	14	7	7	10
CCOC(=O)c1cnc2c(C#N)cnn2c1N	0	14	-3	27	-8	-5	3	-6	-6	-5	-8
CCC(=O)N1c2ccc(S(=O)(=O)NCc3ccccc3)cc2CC1C (centres undefined)	0	-26	0	-7	-4	-22	-32	-25	-30	-12	-7
COc1ccc(NC(=O)CCC(=O)N(Cc2ccc(OC)c(OC)c2)c2nccs2)c(OC)c1	-1	-11	0	-12	3	-7	-5	-8	14	4	7
N#CCC(=O)Nc1ccc(C(=O)OCC(=O)C23CC4CC(CC(C4)C2)C3)cc1	5	-6	-1	3	-5	14	10	-13	-18	4	-10
CCC(=O)N1CCc2cc(S(=O)(=O)CCC(=O)NCc3ccco3)ccc21	-6	6	-14	101*	2	-5	5	10	11	-17	-1
Cc1ncc([N+](=O)[O-])n1CC(=O)Nc1ccccc1F	4	17	3	7	-15	1	-2	8	-4	-7	2
CC(=O)Nc1ccc(N2C(=O)CC(N3CCSCC3)C2=O)cc1 (centres undefined)	-3	-9	-2	5	12	18	15	8	-6	2	-5
NS(=O)(=O)c1ccc(NNC(=O)c2cccs2)cc1	2	8	2	-1	2	9	-3	-2	-4	1	-6
O=C(O)C1(c2ccccc2)CCN(S(=O)(=O)c2ccc(F)c(F)c2)CC1	-2	21	-7	13	6	9	-12	26	-32	-5	4
COc1ccc(C(=O)CSC#N)cc1OC	-1	24	4	-90	9	-28	-21	38	1	6	-13
Cc1ccc(NC(=O)c2cc3c(s2)CCCC3)cc1S(=O)(=O)Nc1ccccc1Cl	32	40*	6	78*	3	4	19	46	15	23	2
CCOC(=O)c1c(C)[nH]c(C(=O)COC(=O)CSC)c1C	-1	7	5	5	4	0	0	-31	3	-3	-1
COc1ccc(-n2nc(C(=O)NCC(=O)N3CCC(C)CC3)c3ccccc3c2=O)cc1	44	-29	-4	-11	-22	-37	-59	-51	-32	-38	-1
